Pol kappa inh = inhibitors of human DNA polymerase kappa | Q9UBT6 | purified Pol kappa, fluorescent DNA synthesis assay, 10 min | Potency, µM (doses to about 107 µM), for inactives: top-dose activity, negative = inhibition, most hits filed as inhibitors | 400,000 tested, 0.53% active; also: % is scaled to controls: 0 for no effect and ±100 for the full control effect
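10 nM Pol kappa preincubated 15 min at room temperature with compounds, then reaction started with substrate at 50 nM final. Fluorescence read kinetically at 0 and 10 min; buffer-only wells served as negative control.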
APE1 inh = inhibitors of human APE1 endonuclease. Potency, µM (titrated, usually from 65.8 µM), for the others: top-dose activity change, negative = inhibition, hits mostly inhibitors. 350,000 tested, 0.35% active. AID 2517. recombinant APE1, TAMRA/BHQ-2 abasic DNA cleavage fluorescence. P27695;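 also: plate controls were vehicle for no effect and reference inhibitor for full effect; nearly all actives have a fitted effect of over 55% in size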
Target sequence (P27695 whole entry, looked up): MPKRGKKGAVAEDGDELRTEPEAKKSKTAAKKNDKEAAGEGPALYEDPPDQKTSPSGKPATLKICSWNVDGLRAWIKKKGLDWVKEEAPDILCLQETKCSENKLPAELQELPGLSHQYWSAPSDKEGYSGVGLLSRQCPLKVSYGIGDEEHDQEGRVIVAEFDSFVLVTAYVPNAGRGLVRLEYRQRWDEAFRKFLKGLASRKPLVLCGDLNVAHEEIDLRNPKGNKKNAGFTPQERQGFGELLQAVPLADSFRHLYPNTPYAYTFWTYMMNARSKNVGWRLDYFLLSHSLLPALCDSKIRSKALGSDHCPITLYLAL
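Step 1: APE1 (0.75 nM) with compound, 15 min RT. Step 2: add 50 nM fluorophore/quencher THF duplex. Step 3: three fluorescence reads 60 s apart (525/598 nm); read 3 minus read 1 = reaction progress.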
Pol iota inh = DNA polymerase iota (human) inhibition; Pol iota fluorescent replication assay, 10 min; Potency, µM (series often up to 115 µM), without a hit: at the highest dose activity, negative = inhibition, usual class: inhibitors; 390,000 tested, 1% active; Q9UNA4
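Pol iota at 10 nM preincubated 15 min with compounds at room temperature; reaction started with fluorescent substrate, 50 nM final. Fluorescence read kinetically at 0 and 10 min; buffer-only wells as negative control.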
Apoferritin bind = binds horse apoferritin like a general anesthetic; P02791; apoferritin/1-aminoanthracene competitive binding, fluorescence; Potency, µM (highest dose often 77.5 µM), without a hit: top-dose activity change, negative = displacement, most hits filed as inhibitors; 350,000 tested, 0.074% active; also: % is scaled to controls: 0 for no effect and ±100 for the full control effect; nearly all actives have a fitted effect of over 20% in size
Target sequence (P02791 2-175 limits assumed): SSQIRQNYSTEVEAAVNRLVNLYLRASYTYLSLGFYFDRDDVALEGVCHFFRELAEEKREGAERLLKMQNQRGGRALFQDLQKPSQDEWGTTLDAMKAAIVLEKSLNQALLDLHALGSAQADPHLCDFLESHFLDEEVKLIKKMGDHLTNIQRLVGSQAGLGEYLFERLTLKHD
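Horse-spleen apoferritin (10 uM) in 50% saturated 1-aminoanthracene in PBS was incubated 10 min at room temperature with compound. Fluorescence (ex 380, em 535 nm) was normalized to free and bound 1-AMA, with concentration-response fitted by a four-parameter Hill equation.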
BAZ2B block = inhibitors of human BAZ2B bromodomain | AID 504333 | Q9UIF8 | Potency, µM (series often up to 114 µM), for the others: at the top dose activity change, negative = inhibition, actives largely listed as inhibitors | AlphaScreen BAZ2B-H3K14Ac peptide displacement | 360,000 tested, 4.4% active; also: % is scaled to controls: 0 for no effect and ±100 for the full control effect; nearly all actives have a fitted effect of over 60% in size
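BAZ2B (50 nM) with biotin-H3(5-23)K14Ac peptide (50 nM) in PBS pH 7.4, 0.01% Tween-20, preformed 30 min, then compound 30 min at room temperature; top concentration 110uM. AlphaScreen streptavidin donor/nickel chelate acceptor beads (10 ug/mL final), 20 min dark, signal read.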
BLM inh = Bloom syndrome helicase (human) inhibition | P54132 | recombinant BLM DNA unwinding, fluorescence dequenching | Potency, µM (doses to about 56.1 µM), for inactives: at the top dose activity change, negative = inhibition, usual class: inhibitors | 350,000 tested, 0.2% active;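 also: plate controls were vehicle for no effect and no enzyme for full effect; nearly all actives have a fitted effect of over 35% in size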
G9a inh = G9a (human) methyltransferase inhibition. Q96KQ7. G9a H3K9 monomethylation, AlphaScreen, 2 h. Potency, µM (doses to about 102 µM), for inactives: at the highest dose activity, negative = inhibition, most hits filed as inhibitors. 350,000 tested, 8.8% active; also: % is scaled to controls: 0 for no effect and ±100 for the full control effect; nearly all actives have a fitted effect of over 75% in size
Target sequence (Q96KQ7 913-1193 limits assumed): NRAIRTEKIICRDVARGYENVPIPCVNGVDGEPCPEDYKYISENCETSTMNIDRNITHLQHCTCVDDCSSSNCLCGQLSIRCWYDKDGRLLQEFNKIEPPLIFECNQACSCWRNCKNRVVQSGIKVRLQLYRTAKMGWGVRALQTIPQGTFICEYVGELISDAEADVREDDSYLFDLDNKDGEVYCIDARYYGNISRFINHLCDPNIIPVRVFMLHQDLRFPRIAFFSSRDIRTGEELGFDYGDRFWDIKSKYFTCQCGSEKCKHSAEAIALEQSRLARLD
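Compounds were preincubated with 20 nM G9a for 15 min, after which biotinylated H3K9 peptide (500 nM) and SAM (20 uM) started a 2 h room-temperature reaction. Monomethylated product was quantified by antibody-based AlphaScreen chemiluminescence.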
POLB inh = DNA polymerase beta (human) inhibition | P06746 | Pol beta primer extension/strand displacement, fluorescence kinetic | Potency, µM (highest dose often 114 µM), without a hit: at the top dose activity change, negative = inhibition, hits mostly inhibitors | 340,000 tested, 1.3% active | AID 485314; also: % is scaled to controls: 0 for no effect and ±100 for the full control effect
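Pol beta (10 nM) was preincubated with compound for 15 min at room temperature. The reaction was then started with 50 nM substrate and read immediately and after a further 10 min at room temperature.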
POLH inh = inhibitors of human DNA polymerase eta; Q9Y253; recombinant Pol eta, fluorescent DNA replication assay; Potency, µM (doses to about 114 µM), inactives show at the highest dose activity change, negative = inhibition, hits mostly inhibitors; 390,000 tested, 1.2% active; also: % is scaled to controls: 0 for no effect and ±100 for the full control effect
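Pol eta (10 nM) was preincubated with compounds for 15 min at room temperature, after which fluorescent replication substrate (50 nM final) was added to start the reaction. Fluorescence was read kinetically at 0 and 10 min.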
Starred values were filed as active, the others as inactive; u = inconclusive; x = not tested or not shown; & = joins results of further samples; [ ] = dose if it differs, or a comment. Calls follow the shape of the dose curve; as a rule, active = well fitted curve in the direction sought with a large enough effect; inconclusive = small, poorly fitted or top-dose-only effect, or another doubt; inactive = no such curve, though single readings can be large; an effect the other way counts as inactive or inconclusive. Potency is read from the fitted curve at half-maximal effect. A portion of the library; count on the stated rates, not on these rows.

SMILES	Pol kappa inh	APE1 inh	Pol iota inh	Apoferritin bind	BAZ2B block	BLM inh	G9a inh	POLB inh	POLH inh
CC(NC(=O)OCc1ccccc1)C(=O)OCN1C(=O)c2ccccc2C1=O (stereo unspecified)	-3%	-1%	8%	u	7%	0%	12%	12%	-8%
CCCCOc1cccc(C(=O)Nc2cc(NC(=O)c3ccco3)ccc2OC)c1	-9%	x	-1%	-7%	-28%	-14%	-29%[59 µM]	-6%	-28%
O=S(=O)(N/N=C\c1cn(-c2ccccc2)nc1-c1ccccc1)c1ccccc1	-11%	-5%	u	-6%	-35%	-13%	-4%	5%	-4%
O=C(COc1cccc(Br)c1)N/N=C1\CCCc2ccccc21	-25%	-2%	2%	-19%	x	-4%	-2%	-17%	-4%
O=C(O)CN1C(=O)SC(Nc2ccccc2C(=O)O)C1=O (stereo unspecified)	3%	0%	1%	0%	u	3%	40µM*	-2%	u
N#Cc1c(SCC(N)=O)nc2c(c1-c1ccc(O)cc1)CCCC2	-11%	-2%	20%	-7%	7%	1%	7%[59 µM]	-2%	-6%
CSC1=N/C(=C\c2cccnc2)C(=O)N1c1ccccc1	-5%	15%	259%[activator]	-13%	10%	6%	-7%[59 µM]	-3%	-25%
Cc1ccc(OC(C)C(=O)N(C)c2ccccc2)c([N+](=O)[O-])n1 (stereo unspecified)	0%	32%	7%	x	-1%	x	7%[12.7 µM]	x	2%
Cc1ccc(C2CC2/C(=N/O)c2ccc(F)cc2)cc1 (stereo unspecified)	-2%	-2%	65%[activator]	2%	3%	-9%	1%[12.7 µM]	26%	u
COc1ccc(-c2[nH]ncc2/C=C(\C#N)C(=O)NC2CC2)cc1	-13%	3%	0%	-4%	13%	-2%	-8%	-16%	5%
COc1ccc(Cn2nnnc2C(c2cccs2)N2CCSCC2)cc1 (stereo unspecified)	-8%	-2%	10%	-7%	-2%	-6%	-5%[59 µM]	17%	-21%
O=C(OCc1ccccc1F)c1cc([N+](=O)[O-])ccc1N1CCOCC1	-11%	-2%	3%	x	-11%	x	u	x	-24%
Cc1ccc(CNc2cnccn2)s1	-6%	22%	-3%	-1%	-8%	-5%	-6%	2%	-7%
Cc1ccccc1C1c2[nH]c3ccccc3c2C[C@H]2C(=O)N(C3CC3)CC(=O)N12 (stereo partly specified)	-12%	26%	2%	-4%	-32%	-5%	-39%	1%	-11%
N=c1n(CCN2CCCCC2)c2ccccc2n1CC(O)COc1ccc(Cl)cc1Cl (stereo unspecified)	3%	x	7%	u	-26%	35%[activator]	u	8%	6%

No new results follow: 14 of the compounds above.
SMILES	Pol kappa inh	APE1 inh	Pol iota inh	Apoferritin bind	BAZ2B block	BLM inh	G9a inh	POLB inh	POLH inh
CCCCOc1cccc(C(=O)Nc2cc(NC(=O)c3ccco3)ccc2OC)c1	-9%	x	-1%	-7%	-28%	-14%	-29%[59 µM]	-6%	-28%
O=S(=O)(N/N=C\c1cn(-c2ccccc2)nc1-c1ccccc1)c1ccccc1	-11%	-5%	u	-6%	-35%	-13%	-4%	5%	-4%
O=C(COc1cccc(Br)c1)N/N=C1\CCCc2ccccc21	-25%	-2%	2%	-19%	x	-4%	-2%	-17%	-4%
O=C(O)CN1C(=O)SC(Nc2ccccc2C(=O)O)C1=O (stereo unspecified)	3%	0%	1%	0%	u	3%	40µM*	-2%	u
N#Cc1c(SCC(N)=O)nc2c(c1-c1ccc(O)cc1)CCCC2	-11%	-2%	20%	-7%	7%	1%	7%[59 µM]	-2%	-6%
CSC1=N/C(=C\c2cccnc2)C(=O)N1c1ccccc1	-5%	15%	259%[activator]	-13%	10%	6%	-7%[59 µM]	-3%	-25%
Cc1ccc(OC(C)C(=O)N(C)c2ccccc2)c([N+](=O)[O-])n1 (stereo unspecified)	0%	32%	7%	x	-1%	x	7%[12.7 µM]	x	2%
Cc1ccc(C2CC2/C(=N/O)c2ccc(F)cc2)cc1 (stereo unspecified)	-2%	-2%	65%[activator]	2%	3%	-9%	1%[12.7 µM]	26%	u
COc1ccc(-c2[nH]ncc2/C=C(\C#N)C(=O)NC2CC2)cc1	-13%	3%	0%	-4%	13%	-2%	-8%	-16%	5%
COc1ccc(Cn2nnnc2C(c2cccs2)N2CCSCC2)cc1 (stereo unspecified)	-8%	-2%	10%	-7%	-2%	-6%	-5%[59 µM]	17%	-21%
O=C(OCc1ccccc1F)c1cc([N+](=O)[O-])ccc1N1CCOCC1	-11%	-2%	3%	x	-11%	x	u	x	-24%
Cc1ccc(CNc2cnccn2)s1	-6%	22%	-3%	-1%	-8%	-5%	-6%	2%	-7%
Cc1ccccc1C1c2[nH]c3ccccc3c2C[C@H]2C(=O)N(C3CC3)CC(=O)N12 (stereo partly specified)	-12%	26%	2%	-4%	-32%	-5%	-39%	1%	-11%
N=c1n(CCN2CCCCC2)c2ccccc2n1CC(O)COc1ccc(Cl)cc1Cl (stereo unspecified)	3%	x	7%	u	-26%	35%[activator]	u	8%	6%

Next part:
SMILES	Pol kappa inh	APE1 inh	Pol iota inh	Apoferritin bind	BAZ2B block	BLM inh	G9a inh	POLB inh	POLH inh
CCOC(=O)c1[nH]c(C)c(/C=N/O)c1C	-7%	-1%	12%	-11%	3%	2%	2%[59 µM]	-6%	-13%
COCCCn1c(=O)c2sccc2n2c(CCCC(=O)NCC3CCCO3)nnc12 (stereo unspecified)	3%	10%	31%[activator]	-6%	0%	1%	12%	19%	-15%
CC(C)C(=O)N1CCN(c2ccccc2NC(=O)c2ccc(C#N)cc2F)CC1	-6%	21%	139%[activator]	-15%	-11%	-5%	-3%	36%	-28%
CCOC(=O)C1=C(Nc2ccc(Cl)cc2)OCC1=O	-9%	30%[activator]	-2%[58.9 µM]	1%	0%	-7%	x	-1%	-5%
COc1ccccc1NS(=O)(=O)c1ccc(C(=O)NCC2(N(C)C)CCCCC2)cc1	-2%	15%	20%	x	7%	x	9%[2.33 µM]	x	-21%
CSC1=NC2(CCN(C(=O)NC3CCCCC3)CC2)N=C1c1ccc(C)c(C)c1	-7%	x	11%	-1%	2%[57.1 µM]	-3%	2%[59 µM]	11%	-7%
Cc1nn(Cc2ccccc2Cl)c(C)c1C(=O)NCCN1C(=O)S/C(=C\c2ccccc2)C1=O	-5%	3%	u	-10%	8%	-15%	5%[59 µM]	3%	-18%
Cn1c(=O)c(=O)n(C)c2cc(S(=O)(=O)Nc3ccc(OC(F)(F)F)cc3)ccc21	-14%	4%	11%	u	10%	-1%	-8%[12.7 µM]	-1%	-2%
CCc1ccccc1NC(=O)CCC(=O)Nc1nnc(C(C)C)s1	-16%	-2%	8%	-1%	-3%	0%	7%[0.0925 µM]	23%	8%
COc1cccc(CSc2nc3cc(OC)c(OC)cc3c3nc(CCn4nc(C)cc4C)nn23)c1	-5%	x	0%	-2%	x	1%	-10%[59 µM]	-11%	x
CCOc1ccc2nc(N/C(N)=N/S(C)(=O)=O)nc(C)c2c1	-3%	8%	17%	6%	-6%	2%	-7%[59 µM]	21%	-16%
CCc1ccc(N2CC(C(=O)NCc3ccco3)CC2=O)cc1 (stereo unspecified)	7%	5%	-14%	-5%	5%	-1%	-23%[59 µM]	-4%	-7%
Cc1ccc(C)c(N(CC(=O)NC2CCCCC2)C(=O)CNC(=O)c2ccco2)c1	-17%	17%	151%[activator]	2%	-1%	-6%	20%	4%	-24%
Cn1c(=O)[nH]c(=O)c2c1nc(N1CCOCC1)n2CC(=O)c1ccccc1	-1%	7%	79%[activator]	2%	-39%	1%	-12%	3%	-11%
CCOc1cc(/C=C/c2nc3ccccc3c(=O)[nH]2)cc(Br)c1OC	x	8%	x	2%	-26%	-6%	50µM*	-8%	x
COc1ccc(CC(=O)Nc2c(C(=O)N3CCN(c4ccccc4OC)CC3)oc3ccccc23)cc1OC	1%	25%	-6%	-20%	u	-5%	35µM*	1%	-15%
CCOC(=O)c1cc(CC)sc1/N=C/C1C(=O)CCCC1=O	-11%	-4%	37%[activator]	-14%	-26%	-10%	u	5%	-11%
COc1ccc(/C=N/NC(=O)CNC(=O)C2COc3ccccc3O2)cc1OC (stereo unspecified)	0%	0%	57%[activator]	u	-4%	-10%	5%[59 µM]	-26%	-24%
CCC(C)Sc1oc(-c2ccco2)nc1S(=O)(=O)c1ccc(C)cc1 (stereo unspecified)	-7%	x	-7%	0%	60%[activator]	-7%	54%[activator][59 µM]	-20%	-11%
O=c1cc(-c2ccccc2)nc2cc(-c3ccc(F)cc3)[nH]n12	1%&-22%	x	-9%&-18%	43%[activator]	1%	0%	-22%[59 µM]	-3%	-9%&-4%
COc1ccccc1CNC(=O)c1ccc2nc(N3CCCCC3)sc2c1	-1%	x	36%[activator]	-9%	3%	-5%	21%[59 µM]	15%	-11%
CCN1CCCC1CNC(=O)Cn1nc(C)n2nc(-c3ccccc3)cc2c1=O (stereo unspecified)	-2%	5%	10%	-2%	-6%	8%	x	43%[activator]	7%
Cc1cc(Cl)ccc1OCC(=O)NCCCn1ccnc1	5%	-1%	15%	-2%	u	0%	21%[59 µM]	12%	-18%
Cc1ccc2nc(NC(=O)CSc3nc4ccccc4o3)sc2c1	-4%	2%	-22%	-17%	-1%	-5%	-18%	-11%	-7%
Cn1c(=O)[nH]c(=O)c2c1nc(NCc1ccccc1)n2Cc1ccc(F)cc1	-18%	55%[activator]	-13%	-2%	-26%	-5%	4%	5%	-4%
CC(C)(C)c1ccc(C(=O)Nc2ccc(F)cc2)s1	-15%	2%	12%	-8%	26%	-2%	36%	-3%	-27%
CC1CCCC(NC(=O)COC(=O)Cc2ccc(Br)cc2)C1C (stereo unspecified)	-6%	-2%	38%[activator]	u	-15%	-2%	0%	-13%	-17%
